# sdo1 growth – restores growth of sdo1-depleted yeast | AID 817 | S. cerevisiae sdo1-depleted JHY4D growth rescue, OD600 30 h; hits give high values; pdr5 snq2 efflux-pump mutant strain | z-score at 10 µM | hit rate 0.21% among 140,000;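 active means z-score above 3 at both the 24 hr and the 30 hr optical density reads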;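 further: z-score against mean and SD of all compound wells on the same plate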
# Insulin prom inh – TRM-6 insulin promoter activity inhibition; TRM-6 cells (human fetal islet line), insulin promoter-eGFP reporter, imaging; reporter expression induced with tamoxifen; inhibition, % at 2 µM; hit rate 0.9% among 130,000; AID 1273;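 active means inhibition above the mean plus 3 SD, with well images judged a real hit on visual review, cut at about 60% in these data, passing the limit was not always enough; inconclusive means inhibition over the cutoff but images rejected on review; inactive means inhibition not above the cutoff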
# sdo1 growth Rescue 24 h – second read-out of sdo1 growth, no call of its own (marks repeat the call); z-score; S. cerevisiae sdo1-depleted JHY4D growth rescue, OD600; measured here: growth rescue at 24 h;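 0 is the plate mean of compound wells and units are plate SD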
# Numbers without * were called inactive; ? = inconclusive; · = not tested or not shown.
sdo1 growth	sdo1 growth Rescue 24 h	Insulin prom inh	SMILES
·	·	-36	FC(F)(F)c1cccc(CN2CCC(c3cc(-c4cccs4)n[nH]3)CC2)c1
0.95	0.54	36	CCOC(=O)c1ccc(Nc2nnc(C(C)(C)C)c(=O)[nH]2)cc1
·	·	39	COc1ccc(C(C[N+](=O)[O-])c2c(C)cc3ccccn23)cc1 (stereo not given)
-0.46	-0.03	48	O=C(Cn1[nH]c(=O)c2ccccc2c1=O)OCC(=O)N(Cc1ccccc1)Cc1ccccc1
0.21	0.38	-6	O=c1[nH]c(CS(=O)(=O)c2ccccc2)nc2ccccc12
·	·	31	CN(C)S(=O)(=O)c1ccc(NC(=O)Cc2ccc(S(=O)(=O)N3CCOCC3)s2)cc1
0.15	1.2	58	CN=C(Nc1ccccc1OC)SC1CC(=O)N(c2ccc(C(=O)OC)cc2)C1=O (stereo not given)
0.17	-0.36	-67	Cc1csc(N)n1
0.51	0.91	21	Cc1cnc(NC(=O)CSc2nnc(C)s2)s1
-0.13	-1.9	14	COC(=O)Cc1ccc(N(Cc2ccccc2F)S(=O)(=O)c2ccc(Br)cc2)cc1
-0.05	0.18	·	O=[N+]([O-])c1ccc(Cl)c(/C=N/N2CCN(Cc3ccccc3Cl)CC2)c1
0.65	1.1	42	Cc1cccc(NC(=S)N/N=C/c2cccc([N+](=O)[O-])c2)c1
0.86	1.3	29	Cc1noc(C)c1COC(=O)COc1cccc2c1OC(C)(C)C2
0.17	0.07	22	O=C(Nc1nnc(SCc2ccc(Cl)cc2Cl)s1)C1COc2ccccc2O1 (stereo not given)
0.83	0.53	0	O=C(O)CCn1c(=S)oc2ccccc21
-0.06	2.3	·	CC(=O)NC(=S)Nc1ccc(-c2nc3ccc(C)cc3s2)cc1
-0.07	0.42	-21	COc1ccc(C)cc1NC(=O)C(Sc1nnc2ccccn12)c1ccccc1 (stereo not given)
0.6	0.94	-61	COCCN(C(=S)Nc1ccc(OC)cc1)C1CCN(C(C)C)CC1
0.59	-0.65	-4	O=C(NC(NCc1ccccc1)C(Cl)(Cl)Cl)c1cccnc1 (stereo not given)
-0.27	-0.04	-52	COc1cccc(CN2CCN(c3cccc(C(F)(F)F)c3)CC2)c1OC
·	·	15	Cc1ccc(S(=O)(=O)NC(Cc2c[nH]c3ccccc23)C(=O)O)cc1 (stereo not given)
-1.7	-1.5	·	O=C(c1cc(-c2cccs2)on1)N1CCCc2ccccc21
0.45	-0.16	-14	CC(=O)Nc1ccccc1OCc1nnc(-c2cccs2)o1
-0.39	-1	·	O=C(CSCc1ccco1)c1ccc(Cl)s1
·	·	-30	O=C(NC(=S)Nc1nc(-c2ccccc2)cs1)c1cccnc1
0.22	0.44	·	O=C(NCc1cccs1)N[C@@H](Cc1ccccc1)C(=O)O
·	·	17	Cc1cc(C)c(NC(=O)COC(=O)Cc2ccsc2)c(C)c1
0.14	-0.23	-36	CC(=O)N1CCC(=NNS(=O)(=O)c2cccc([N+](=O)[O-])c2)CC1
0.06	-0.09	·	COc1ccc(/C=C/C(=O)NC(=S)Nc2ccc(S(=O)(=O)Nc3ccc(OC)nn3)cc2)cc1
-1.1	0.13	28	CCn1cc(Br)c(C(=O)Nc2ccc(Cl)c(Cl)c2)n1

# 14 entries out of the list, sorted by length of the SMILES, falling.
sdo1 growth	sdo1 growth Rescue 24 h	Insulin prom inh	SMILES
0.06	-0.09	·	COc1ccc(/C=C/C(=O)NC(=S)Nc2ccc(S(=O)(=O)Nc3ccc(OC)nn3)cc2)cc1
-0.13	-1.9	14	COC(=O)Cc1ccc(N(Cc2ccccc2F)S(=O)(=O)c2ccc(Br)cc2)cc1
0.14	-0.23	-36	CC(=O)N1CCC(=NNS(=O)(=O)c2cccc([N+](=O)[O-])c2)CC1
·	·	15	Cc1ccc(S(=O)(=O)NC(Cc2c[nH]c3ccccc23)C(=O)O)cc1 (stereo not given)
0.17	0.07	22	O=C(Nc1nnc(SCc2ccc(Cl)cc2Cl)s1)C1COc2ccccc2O1 (stereo not given)
-0.07	0.42	-21	COc1ccc(C)cc1NC(=O)C(Sc1nnc2ccccn12)c1ccccc1 (stereo not given)
0.6	0.94	-61	COCCN(C(=S)Nc1ccc(OC)cc1)C1CCN(C(C)C)CC1
·	·	-30	O=C(NC(=S)Nc1nc(-c2ccccc2)cs1)c1cccnc1
-1.1	0.13	28	CCn1cc(Br)c(C(=O)Nc2ccc(Cl)c(Cl)c2)n1
0.45	-0.16	-14	CC(=O)Nc1ccccc1OCc1nnc(-c2cccs2)o1
0.51	0.91	21	Cc1cnc(NC(=O)CSc2nnc(C)s2)s1
-0.39	-1	·	O=C(CSCc1ccco1)c1ccc(Cl)s1
0.83	0.53	0	O=C(O)CCn1c(=S)oc2ccccc21
0.17	-0.36	-67	Cc1csc(N)n1

# Continuation.
sdo1 growth	sdo1 growth Rescue 24 h	Insulin prom inh	SMILES
0.55	2.1	38	COc1cc(/C=C2\SC(=N)N(c3ccc4c(c3)OCO4)C2=O)cc(OC)c1O
-0.33	-0.6	34	CCOc1ccc(NC(=O)COC(=O)Cn2cnnn2)cc1OCC
-0.43	-0.06	46	O=C(CSCc1c(Cl)cccc1Cl)Nc1ccc2c(c1)OCO2
-1.5	-0.89	50	CCOc1ccc(S(=O)(=O)N2CCN(c3ccccc3)CC2)c2cccnc12
1.4	2.1	-8	CC(=O)Oc1ccc(-c2csc(Nc3cccnc3)n2)cc1
0.63	-0.36	60*	COc1ccc(-c2[nH]ncc2C=O)cc1
·	·	55	O=C(O)c1cccc(N2C(=O)C3C4C=CC(C4=C(c4ccccc4)c4ccccc4)C3C2=O)c1 (stereo not given)
0.54	1.2	-6	CCOC(=O)N1CCC(NC(=O)CC(NS(=O)(=O)c2ccc(C)cc2)c2ccco2)CC1 (stereo not given)
2	2.6	·	CCOC(=O)c1cccc(NC(=O)C2CCN(S(=O)(=O)c3cnc[nH]3)CC2)c1
0.95	0.98	·	CC1(C)NC(=O)N(CC(O)COc2ccccc2C(=O)N2CCCCC2)C1=O (stereo not given)
·	·	-83	Cc1ccc(C(=O)N2CCCC(c3ccc(Cl)cc3)=N2)cc1
1.1	0.03	-74	Cc1cc(NC(=O)CCC(=O)N(Cc2ccco2)C(C(=O)NC2CCCCC2)c2ccccc2)no1 (stereo not given)
0.81	-0.59	29	COC(=O)C(C(=O)OC)C(C(=O)OC)C(C(=O)OC)C(=O)OC
0.75	-0.04	-186	O=C(Nc1ccccc1C(=O)N1CCOCC1)C1COc2ccccc2O1 (stereo not given)
0.6	-0.33	34	CCCCC(=O)NC(=S)Nc1cccc(NC(=O)CC)c1
-0.42	-0.75	22	O=C(CCC(=O)OCC(=O)c1ccc(-c2ccccc2)cc1)Nc1cccc(Cl)c1
1.3	1.6	·	Cc1cc(OCC[N+]2(C)CCCCC2)nc2ccccc12
-1.1	-0.93	-24	O=C1Cc2ccccc2Sc2ccc(Cl)cc21
0.36	-0.15	13	O=C(c1cccc(C(=O)N2CCN(c3ncccn3)CC2)c1)N1CCN(c2ncccn2)CC1
0.72	0.08	29	CC(=O)Nc1ccccc1OC(=O)N1CCOCC1
1.6	2.3	·	O=C(Nc1ccc(N2CCOCC2)c(Cl)c1)C1CCCCC1
-2	-1.5	·	CNC(=O)N(C1=NCC(C)(C)S1)c1ccc(F)c(Cl)c1
1.3	0.31	-30	COc1cccc(Oc2ccc(N)cn2)c1
0.5	0.08	0	CC(C)CC(=O)NC1(C(F)(F)F)C(=O)Nc2c1c(=O)[nH]c(=O)n2Cc1ccco1 (stereo not given)
-1.1	-0.92	-43	FC(F)(F)c1cccnc1N1CCN(c2ncnc3nc[nH]c23)CC1
0	-0.13	·	O=C(CNC(=O)C12CC3CC(CC(C3)C1)C2)N1CCN(S(=O)(=O)/C=C/c2ccccc2)CC1
-1	-0.12	-18	CCCN1C(=O)/C(=C/C=C2\N(CC)c3ccccc3C2(C)C)SC1=S
-0.58	-1.4	·	COC(=O)Cc1csc(Nc2c(C)n(C)n(-c3ccccc3)c2=O)n1
-0.37	-0.76	·	CC(=O)NC1=C(C#N)C(c2ccccc2)c2c(ccc3ccccc23)O1 (stereo not given)
0.61	0.12	-3	Cn1c(N)c(C(=O)COC(=O)CCc2c[nH]c3ccccc23)c(=O)n(C)c1=O
-0.1	-0.55	-353	O=C1NC(Nc2ccccn2)(C(F)(F)F)C(=O)N1c1ccc(F)cc1 (stereo not given)
-0.29	-0.28	8	COCCNc1nc(C(C)(C)C)nc2c1nnn2Cc1ccccc1Cl
-1.2	-1.4	·	COC(=O)c1ccc(NC(=O)C2CCCN2S(=O)(=O)c2ccc(C)cc2)cc1 (stereo not given)
0.35	0.48	42	O=C(N/N=C/c1cccc(F)c1)c1cc(-c2ccco2)nc2ccccc12
0.22	0.48	-21	O=C(NCc1ccccc1)/C(=N\O)c1ccccc1
-0.45	-1.1	0	C=CCN(c1ccc(C(=O)NCCc2ccccc2)cc1)S(C)(=O)=O
·	·	29	O=C(NCCCN1CCCC1=O)c1cc(-c2cccnc2)nc2ccc(Cl)cc12
-0.77	-0.67	·	Cc1cccc(NC(=O)COC(=O)c2ccccc2-c2nc3ccccc3s2)c1C
0.47	-0.22	·	CCn1c(C)cc2c(c1=O)C(c1ccncc1)C(C#N)=C(N)O2 (stereo not given)
0.59	0.37	·	O=C(Cc1ccccc1)N/N=C/c1ccccc1F
0.28	-0.51	35	O=C(O)C1C(c2ccccc2)C(C(=O)OCc2ccco2)C1c1ccccc1 (stereo not given)
0.45	0.32	-60	CCCC(=O)OCCNc1cc(Sc2nc3ccccc3[nH]2)c2nonc2c1[N+](=O)[O-]
-0.34	-0.17	-47	Cc1ccc(/C=C/C(=O)N2CCCC(C)C2)cc1 (stereo not given)
·	·	0	C=CCS(=O)(=O)c1cccc2cccnc12
-0.12	-0.07	·	CC1(C(=O)NC2CCCC2)CCC(=O)N1Cc1ccccc1 (stereo not given)
0.82	-0.21	·	CC(C)NC(=O)NC(=O)CSc1ccccc1F
-1.2	-1.3	-11	CCN(CC)S(=O)(=O)c1ccc2oc(C(=O)NC3CCCc4ccccc43)c(C)c2c1 (stereo not given)
·	·	-45	O=C(C1CCN(S(=O)(=O)c2cccs2)CC1)N(c1ccccn1)C1CCCCC1
-0.78	-1.8	·	CCOc1ccc(C(=O)NCc2ccncc2)cc1OCC
0.41	-0.45	?	Clc1nnc(NN=C2CCCC2)c2ccccc12
0.27	0.08	-9	O=C1N=C(N2CCOCC2)S/C1=C/c1cccs1
·	·	9	Oc1ccc(O)c(Cc2nc3ccccc3s2)c1
·	·	-20	CC(C)c1ccc(NC(=O)C(c2ccccc2)N(C)C(=O)c2cnccn2)cc1 (stereo not given)
0.89	0.82	50	O=C(O)c1ccc2nc(-c3ccccc3)c(-c3ccccc3)nc2c1
-0.2	-0.69	28	COCc1cc(C)nc(NC2CCCCC2)c1C#N
0.97	0.81	17	O=C(CSc1nc2ccccc2c(=O)n1CCCC(=O)N1CCCC1)NCc1ccco1
·	·	17	CCn1ncc(Br)c1C(=O)Nc1ncc(C)s1
0.45	1.9	·	C=CCn1c(=O)/c(=C/c2ccc(C)o2)s/c1=C(/C#N)C(=O)c1ccccc1
0.23	2.2	54	C=CCNC(=O)C1CC(=O)N(c2ccc(OCC(=O)Nc3ccccc3)cc2)C1 (stereo not given)
0.61	1.1	·	O=C(Nc1cccc2ccccc12)N1CC=C(c2ccccc2)CC1

# Other records.
sdo1 growth	sdo1 growth Rescue 24 h	Insulin prom inh	SMILES
1.1	1.2	·	CC1CC(C)CN(C(=O)Cn2c(=O)n(CCCCC(=O)NC3CCCC3)c(=O)c3ccccc32)C1 (stereo not given)
-0.22	0.7	-20	COc1ccc(-c2cc(-c3ccccc3)nc(-c3ccc4c(c3)NC(=O)CO4)c2)cc1
·	·	0	COc1ccc(C(=O)OCC(=O)NC2CC2)cc1S(=O)(=O)N1CCOCC1
0.16	1.2	·	O=C(Nc1nc(-c2ccc(F)c(F)c2)cs1)c1ccc(OCC2CCCO2)cc1 (stereo not given)
1.1	1.1	-244	CC(=O)N1CCc2cc(S(=O)(=O)NCCC(=O)NC3CCCc4ccccc43)ccc21 (stereo not given)
1.4	2	16	COc1ccc(NC(=O)C23CCC(C)(C(=O)C2)C3(C)C)cc1 (stereo not given)
·	·	31	CCCNC(=O)C1CCN(S(=O)(=O)c2cccc3nonc23)CC1
-0.18	-0.99	63	O=C(NN1C(=O)c2ccccc2NC1c1ccccc1OCc1ccccc1)c1ccncc1 (stereo not given)
-1.6	-0.53	-50	COc1ccc2c(c1)CCc1c(C(=O)NCc3ccco3)noc1-2
·	·	0	COCCN1Cc2cc3cc(C)ccc3nc2SC1=Nc1cccc(OC)c1
0.07	0.57	·	Cc1cc2n(n1)C(c1ccc3c(c1)OCO3)Nc1c(C)cccc1-2 (stereo not given)
-0.29	0.64	46	Cc1cc(C(=O)N/N=C/c2ccc(-c3cccc(Cl)c3Cl)o2)n[nH]1
-0.47	-0.79	·	COc1ccc(-n2c(Cc3cc(=O)[nH]c(=O)[nH]3)nnc2SCC(=O)Nc2ccccc2)cc1
-0.13	0.33	-50	Cc1ccc(S(=O)(=O)NCCCCCC(=O)Nc2cccc(C)c2)cc1
·	·	26	CCOC(=O)c1ccc(NC(=S)N2CCCC(C(=O)OCC)C2)cc1 (stereo not given)
-0.25	0.45	·	Cc1cccc(CSc2ccc3nnc(-c4cccs4)n3n2)c1
·	·	20	CSc1ccccc1C(=O)Nc1cccc([N+](=O)[O-])c1

# Quoted at random: two compounds from above, in no set order.
sdo1 growth	sdo1 growth Rescue 24 h	Insulin prom inh	SMILES
0.07	0.57	·	Cc1cc2n(n1)C(c1ccc3c(c1)OCO3)Nc1c(C)cccc1-2 (stereo not given)
·	·	0	COCCN1Cc2cc3cc(C)ccc3nc2SC1=Nc1cccc(OC)c1
